Source: PubChem BioAssay
DT40 TDP1 no CPT = qHTS for Inhibitors of human tyrosyl-DNA phosphodiesterase 1 (TDP1): qHTS in cells in absence of CPT; DT40 Tdp1-/- hTDP1 cells, no CPT, ATP luminescence, 48 h; Potency, µM (highest dose often 46.2 µM), for the others: at the top dose activity change, negative = growth inhibition, actives largely listed as inhibitors; actives 15% (n = 420,000); note: nearly all actives have a fitted effect of over 55% in size
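Cells were dispensed at 400 per well, compounds added by pin tool, plates incubated ≥48 hr at 37 °C, then CellTiter-Glo added for 30 min at room temperature before luminescence reading. Line: DT40 Tdp1-/- complemented with hTDP1; camptothecin omitted.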
GCN5L2 inh = qHTS Assay for Inhibitors of GCN5L2; AID 504327, 2011; actives 0.21% (n = 390,000); GCN5L2 HAT assay, ThioGlo1 CoA-SH fluorescence; Potency, µM (highest dose often 58.9 µM), for the others: at the highest dose activity change, negative = inhibition, usual class: inhibitors
Target sequence (Q92830 whole entry, looked up): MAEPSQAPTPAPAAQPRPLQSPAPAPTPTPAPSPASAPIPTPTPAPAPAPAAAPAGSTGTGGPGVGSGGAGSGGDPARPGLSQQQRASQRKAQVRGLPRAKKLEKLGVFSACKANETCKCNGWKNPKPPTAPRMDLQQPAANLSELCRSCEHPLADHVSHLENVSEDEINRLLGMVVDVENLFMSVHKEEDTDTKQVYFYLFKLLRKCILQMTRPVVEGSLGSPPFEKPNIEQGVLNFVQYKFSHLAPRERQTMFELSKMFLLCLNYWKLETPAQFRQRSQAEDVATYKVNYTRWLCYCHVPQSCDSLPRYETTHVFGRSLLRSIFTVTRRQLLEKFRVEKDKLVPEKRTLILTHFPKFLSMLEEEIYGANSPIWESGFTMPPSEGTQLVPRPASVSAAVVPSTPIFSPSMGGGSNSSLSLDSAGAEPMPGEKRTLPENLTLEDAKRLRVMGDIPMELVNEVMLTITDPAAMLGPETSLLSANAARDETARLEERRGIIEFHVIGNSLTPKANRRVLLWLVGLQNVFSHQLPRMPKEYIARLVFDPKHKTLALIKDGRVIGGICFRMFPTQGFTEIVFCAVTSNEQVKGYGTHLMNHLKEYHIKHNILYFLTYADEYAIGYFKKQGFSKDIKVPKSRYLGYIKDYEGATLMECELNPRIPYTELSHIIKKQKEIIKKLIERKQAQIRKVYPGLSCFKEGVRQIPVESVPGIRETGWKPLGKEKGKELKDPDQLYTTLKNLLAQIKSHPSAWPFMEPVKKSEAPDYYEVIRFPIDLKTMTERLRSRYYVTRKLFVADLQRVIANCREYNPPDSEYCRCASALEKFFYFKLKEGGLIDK
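Titration-based screen in which CoA formation is detected via maleimide probe ThioGlo1 (50uM) turning fluorescent on thiol reaction; substrates H3(1-25) 75uM and acetyl-CoA 70uM, GCN5L2 20nM, 20 min incubation at room temperature.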
TDP1 cell CPT = qHTS for Inhibitors of human tyrosyl-DNA phosphodiesterase 1 (TDP1): qHTS in cells in presence of CPT; chicken DT40 Tdp1-/-;hTDP1 cells + 20 nM CPT, ATP luminescence, 48 h; AID 686979, 2013; Potency, µM (titrated, usually from 46.2 µM), for inactives: top-dose activity change, negative = growth inhibition, usual class: inhibitors; actives 12% (n = 420,000); note: nearly all actives have a fitted effect of over 55% in size
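Cell growth measured by CellTiter-Glo luminescence after a minimum 48 h, 37 C compound exposure with 20 nM CPT in Tdp1-knockout DT40 cells stably expressing hTDP1, seeded 400/well; qHTS titration format.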
* hit, by the source's call; ? = inconclusive; nt = no result given; [ ] = remark or other dose. Calls come from the whole dose curve; as a rule, active = well fitted curve in the direction sought with a large enough effect; inconclusive = small, poorly fitted or top-dose-only effect, or another doubt; inactive = no such curve, though single readings can be large; an effect the other way counts as inactive or inconclusive. % is set by controls: 0 for no effect and ±100 for the full control effect; potency is the fitted concentration of half-maximal effect.

mol,TDP1 cell CPT,GCN5L2 inh,DT40 TDP1 no CPT
CCOC(=O)CCc1c(C)c2ccc3c(c2oc1=O)CN(CCCO)CO3,-24.8%,?,-13.2%
N#CC(=Cc1ccc(O)cc1)C(N)=C(C#N)C#N,2.9%,-8.1%,-9.0%
O=C(NCc1ccncc1)C(=O)Nc1nc(C23CC4CC(CC(C4)C2)C3)cs1,20.6µM*,-6.6%,20.6µM*
CCc1nc2ccc(C(=O)NCCOc3ccc(OC)cc3)cn2c1N(C)Cc1cccs1,?,nt,?
Cc1ccccc1NC(=O)c1sc(Cl)nc1C,21.0%,-2.0%,?
Cc1c(NC(=O)CSc2ncn[nH]2)c(=O)n(-c2ccccc2)n1C,5.2%,-2.9%,-2.7%
COc1ccc(CNC(=O)CCc2nnc3ccc(NCCCN4CCCC4=O)nn23)cc1,16.5%,-2.7%,24.2%
O=S(=O)(NCCc1csc(-c2cccnc2)n1)c1ccc(F)cc1,3.3%,-1.6%,-11.0%
Cc1noc2ncnc(N3CCCC(C(=O)NC(C)C)C3)c12 (centres undefined),-27.4%,-18.3%,?
COc1ccc(OC)c(NC(=O)CC(NC(C)=O)c2ccccc2)c1 (centres undefined),8.2%,-1.6%,9.1%
O=C(CSc1n[nH]c(-c2cccnc2)n1)Nc1cccc(Cl)c1,-3.7%,0.1%,3.3%
O=C(c1cc2ccccc2o1)N1CCOCC1,1.0%,-0.8%,8.1%
Cc1ccc(NC(=S)NCCc2ccccc2)nc1,?,-4.9%,5.8µM*
Cc1nc(NC(=S)NC(=O)c2cccs2)sc1C(=O)N(C)C,-13.6%,3.0%,1.5%
Cc1ccc(C(=O)CC2(O)C(=O)N(Cc3ccccc3)c3ccccc32)c(C)c1 (centres undefined),23.1µM*,-15.5%,?
O=C(N/N=C/c1ccccc1O)C1CC(=O)N(c2ccc(Cl)cc2)C1 (centres undefined),7.31µM*,-1.9%,3.66µM*
CC(=O)Nc1ccc(NC(=O)COc2ccc([N+](=O)[O-])cc2)cc1,-20.0%,-7.2%,-22.6%
CCc1ccc(NC(=O)Cc2csc(COc3cccc(C)c3)n2)cc1,?,-2.1%,?
NC(=O)c1ccc(NC(=O)CCCN2C(=O)NC3(CCCC3)C2=O)cc1,-1.6%,4.2%,-0.3%
O=C(CN(Cc1ccc(Br)cc1)S(=O)(=O)c1ccccc1)NCc1cccnc1,?,-5.3%,?

Reprinted from the part before: three entries, then new ones.
mol,TDP1 cell CPT,GCN5L2 inh,DT40 TDP1 no CPT
CCc1ccc(NC(=O)Cc2csc(COc3cccc(C)c3)n2)cc1,?,-2.1%,?
NC(=O)c1ccc(NC(=O)CCCN2C(=O)NC3(CCCC3)C2=O)cc1,-1.6%,4.2%,-0.3%
O=C(CN(Cc1ccc(Br)cc1)S(=O)(=O)c1ccccc1)NCc1cccnc1,?,-5.3%,?
CCC(CO)Oc1cc(NCc2ccc(C(=O)O)cc2)c2ncn(C(C)C)c2c1 (centres undefined),-11.3%,1.1%,0.3%
Cc1ccccc1OCCCC(=O)Nc1ccccc1C(F)(F)F,-9.4%,-5.6%,-1.0%
Cc1cc(C)cc(NC(=O)C2C3C=CC4(O3)C2C(=O)N(CCCN(C)C)C4C(=O)NC2CCCC(C)C2C)c1 (centres undefined),2.2%,0.9%,-2.0%
CCOC(=O)c1c(S(=O)(=O)Nc2ccccn2)c(C)n(C)c1C,11.3%,0.4%,11.9%
COc1ccc(-c2noc(CN(C(=O)c3c(-c4ccccc4Cl)noc3C)C(C)C)n2)cc1,16.4µM*,-17.1%,23.1µM*
COc1cccc2sc(N(Cc3cccnc3)C(=O)c3ccco3)nc12,16.4µM*,-1.5%,?
CC1=C(c2ccc(Cl)cc2)S(=O)(=O)NC1=NCCCN1CCN(c2cc(C)ccc2C)CC1,2.59µM*,-6.1%,5.17µM*
CC(C)(O)C#Cc1ccc(CNC[C@H]2O[C@@H](n3cnc4c(N)ncnc43)[C@H](O)[C@@H]2O)s1,?,-7.5%,?
Nc1nnn(CC(=O)N/N=C/C=C/c2ccccc2)n1,14.5%,-1.7%,-23.4%
N#Cc1ccc(S(=O)(=O)N2CCN(C(=O)C3CC(=O)N(c4ccc5c(c4)OCCO5)C3)CC2)cc1 (centres undefined),-1.2%,0.8%,-25.0%
Cc1cnc(C(=O)OCC(=O)Nc2cccc(C)c2C)cn1,17.8%,1.3%,-7.0%
COc1ccc(C2CC(=O)c3cnc(NC(=O)c4cc(OC)cc(OC)c4)nc3C2)cc1 (centres undefined),-24.1%,-10.2%,?
O=C(CCC1COc2ccccc2O1)NC1CCCCC1 (centres undefined),0.3%,-0.9%,-7.8%
O=C(COc1ccccc1)NCc1ccco1,6.2%,nt,1.2%
CC1CN(C(=O)CCC(=O)NCCCc2ccccc2)c2ccccc2O1 (centres undefined),-13.0%,?,-28.8%
Cc1ccccc1C(=O)N(Cc1ccc(N(C)C)cc1)Cc1ccco1,?,-4.1%,18.4µM*
COc1cc(OC)c(C(=S)N2CCCC2)cc1OC,-22.0%,-11.1%,-1.6%
Cc1nc(S(=O)(=O)c2cccc(Cl)c2)nc2c1CCC2,-12.3%,-2.7%,0.1%
CCC(C)(C)NC(=O)C(c1ccc(OC)cc1)N(Cc1ccc(OC)cc1)C(=O)CCC(=O)Nc1cc(C)on1 (centres undefined),-26.2%,-5.2%,?
Cc1ccc(C(=O)NCCCNc2ccccc2[N+](=O)[O-])cc1,?,-3.1%,?
O=[N+]([O-])c1cc(-c2cnc3ccccc3n2)ccc1Oc1ccc(F)cc1,?,-24.4%,?
Cc1cc(C)c2nc(-c3ccncc3)cc(C(=O)N3CCN(Cc4ccccc4Cl)CC3)c2c1,?,-4.9%,?
O=C(OCC(=O)N1CCCC1)c1cc(Cl)ccc1Cl,-1.9%,-16.2%,-5.7%
COc1ccc(-n2c(SCC(=O)Nc3ccc(C(=O)O)cc3)nnc2-c2ccccc2)cc1OC,-5.9%,20.7%,-3.9%
COc1ccc(CNCc2ccc3ccccc3c2)c(OC)c1,16.4µM*,0.3%,16.4µM*
O=C(CSc1cn(CCNC(=O)c2cccs2)c2ccccc12)NCC1CCCO1 (centres undefined),-26.9%,-0.4%,?
Cc1ccc(C)c(NC(=O)c2cnc3sc(N4CCOCC4)nn3c2=O)c1,-7.2%,-14.2%,-13.4%
COCC1=C(C(=O)OC)C(c2ccco2)n2ncnc2N1 (centres undefined),-7.0%,-2.5%,3.4%
CC(OC(=O)c1cccs1)C(=O)NCCc1ccccc1 (centres undefined),10.2%,-2.8%,-0.8%
O=C(NC1CCCCC1)C1c2ccccc2OCC(=O)N1CCc1c[nH]c2ccccc12 (centres undefined),-21.9%,nt,25.9µM*
CC1CCN(C(=O)CCc2nc3cc(S(=O)(=O)N(C)C)ccc3n2C)CC1,?,-1.2%,-2.5%
O=C1NC[C@H](CCCCN2CCN(CC3CCCCC3)C(=O)C2=O)N(Cc2ccccc2)C1=O,-0.7%,nt,-21.2%
CC(C)NC(=O)C1(C)CCN1Cc1cccc(Cl)c1 (centres undefined),?,nt,?
CCc1ccccc1NC(=O)CCCN1C(=O)c2cccnc2C1=O,3.8%,-9.8%,9.6%
OC1(c2cccc(C(F)(F)F)c2)CCN(Cc2nnnn2Cc2ccccc2)CC1,?,-1.4%,?
COc1cc(C(=O)OCCN2CCOCC2)ccc1O,-6.4%,0.4%,3.8%
O=C(CCNC(=O)c1ccc(Br)cc1)NNC(=O)c1ccccc1O,?,-10.2%,23.1µM*
C=C1C2CC[C@@]3(C)C(c4ccoc4)OC(=O)C[C@@]13OC1CC(OC(C)=O)C(C)(C)C(CC(=O)OC)[C@@]12C (some centres undefined),13µM*,-6.6%,11.6µM*
CCOc1ccc2c(c1)nc(C)n2C,-11.2%,-14.2%,?
COCC1CCN(Cc2cn[nH]c2-c2ccc(OC)c(F)c2)C1 (centres undefined),6.8%,3.8%,20.7%

Looked up by compound from above (two):
mol,TDP1 cell CPT,GCN5L2 inh,DT40 TDP1 no CPT
O=C(CN(Cc1ccc(Br)cc1)S(=O)(=O)c1ccccc1)NCc1cccnc1,?,-5.3%,?
COc1ccc(-c2noc(CN(C(=O)c3c(-c4ccccc4Cl)noc3C)C(C)C)n2)cc1,16.4µM*,-17.1%,23.1µM*

Continued.
mol,TDP1 cell CPT,GCN5L2 inh,DT40 TDP1 no CPT
O=C(NN1CCOCC1)c1cc(-c2ccc(Br)cc2)nc2ccccc12,?,3.8%,7.31µM*
CN(C)CCCNc1nc2cc(-c3ccsc3)sc2c(=O)n1C,?,nt,?
CCC(=O)Nc1ccc(Br)cn1,-2.4%,-0.5%,-21.5%
CCN(CC)S(=O)(=O)c1ccc2nc(NC(=O)c3cccnc3)sc2c1,20.6µM*,-5.3%,?
O=C(Cn1c(=S)nc2ccccn21)N1CCc2ccccc2C1,-4.4%,-5.9%,-9.9%
Cc1ccc(-c2ccc(C3=CC(=O)CC(C)(C)C3=O)cc2)cc1,0.184µM*,nt,-100.1%
Cc1cc(C)n(CCCN2CCC(C(=O)Nc3cccc(-c4cccc(F)c4)c3)CC2)n1,?,-3.5%,18.4µM*
CN(CC(=O)Nc1ccc(Cl)cc1)C(=O)c1cc(-c2cccs2)nn1-c1ccccc1,?,-14.9%,?
CCOC(=O)Cc1nc2nc(C)cc(C)n2n1,-6.5%,-3.7%,-1.4%
Cc1ccc(C)c(Cn2c(O)c(N=NC(=S)Nc3ccccc3F)c3ccccc32)c1,5.17µM*,-8.9%,2.91µM*
COCCCn1c(SCC(=O)NCc2ccccc2)nc2c(sc3ccccc32)c1=O,-15.0%,1.4%,-16.8%
COc1ccc(-n2c(C)nnc2SCC(=O)Nc2ccccc2F)cc1,9.5%,-3.8%,-19.9%
C=C(C)Cn1c2ccc(NC(=O)NCC)cc2c(=O)n1C,5.8%,nt,-12.1%
CN(C(=O)CSc1nc(N)c2c3c(sc2n1)CSC(C)(C)C3)c1ccccc1,16.4µM*,0.9%,16.4µM*
COc1ccc(N=C2NC(=O)C(CC(=O)NCCc3ccc(OC)c(OC)c3)S2)cc1 (centres undefined),-1.1%,-10.2%,-24.0%
Clc1ccccc1OCc1nc(-c2ccncc2)no1,?,-3.6%,?
Cc1ccc2[nH]c(C(=O)N3CCc4c(cnc(C)c4CNC(=O)c4ccccc4F)C3)cc2c1,19.5%[9.04 µM],nt,-17.0%
COc1cccc(NC(=O)Cc2c(O)c3ccccc3[nH]c2=O)c1,3.9%,0.0%,-21.9%
CC(=O)CSc1nnc(-c2ccc(S(=O)(=O)N3CCCC3)cc2)n1C,-15.1%,1.7%,-20.9%
NC(=S)NNc1ccnc2cc(Cl)ccc12,5.7%,-28.0%,?
COCCNC(=O)Cn1cc(C(=O)c2ccco2)c2ccccc21,17.5%,-14.2%,1.0%
COC(=O)c1cc(S(=O)(=O)NCC2CCN(Cc3ccc(Cl)cc3)CC2)cn1C,?,-0.7%,?
COc1cccc2cc(C(=O)OC3CCN(C)CC3)c(=O)oc12,-1.7%,-2.2%,-22.6%
O=C(CSc1nc(Nc2ccc(F)c(F)c2)c2ccccc2n1)c1ccc(Cl)cc1,?,-4.4%,?
CC(C)[C@H]1COCCS(=O)(=O)N1Cc1ccccc1-c1ccc(F)cc1,?,-8.9%,-45.8%
CC(=O)N/N=C(/c1ccccc1)C(O)c1ccccc1 (centres undefined),25.5%,-7.7%,8.9%
CCCc1cc(=O)n2[nH]c(C)cc2n1,-17.1%,-14.2%,?
Cc1ccc(CCNC(=O)C2CCCN(S(=O)(=O)c3c(C)noc3C)C2)cc1 (centres undefined),?,-3.4%,?
CCN(CC)S(=O)(=O)c1ccc2c(c1)c(=O)c(C(=O)N1CCN(c3cccc(Cl)c3)CC1)cn2C,-62.1%,-2.4%,?
O=C(c1cc(N2C(=O)C3C4CCC(C4)C3C2=O)ccc1Cl)N1CCN(c2ccc(F)cc2)CC1 (centres undefined),-22.4%,-3.4%,?

Outcome played no part in choosing rows; overall some 18% were active at least once.
